HTRA1 inhibitor: blocks human HTRA1 serine peptidase. hit rate 0.5% among 340,000. recombinant HTRA1, FP-rhodamine activity-based probe, fluorescence polarization. Q92743. inhibition, % at 5.96 µM; in the data active = inhibition above about 36%;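 also: 0% = enzyme with DMSO and 100% = wells lacking enzyme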
LEDGF integ inh: blocks HIV-1 LEDGF/p75-dependent DNA integration | hit rate 0.64% among 370,000 | inhibition, % at 3.7 µM | TR-FRET IN-LEDGF/p75 DNA integration, Eu/Cy5;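 active = inhibition above the screen-wide mean plus 3 SD, cut at about 13% in these data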;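 also: signal is the Cy5 over europium emission ratio at 671 and 618 nm; 0% = plate median of compound wells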
TDP2 absorb: blocks human TDP2 phosphodiesterase activity | recombinant TDP2, T5PNP hydrolysis, p-nitrophenol absorbance 415 nm | AID 720702 | inhibition, % at 12.8 µM | O95551 | hit rate 0.34% among 370,000;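 active = inhibition above the mean of all tested compounds plus 3 SD, set per campaign, cut at about 25% in these data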;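 also: 0% = DMSO with enzyme and 100% = buffer with substrate but no TDP2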
Target sequence (O95551 whole entry, looked up): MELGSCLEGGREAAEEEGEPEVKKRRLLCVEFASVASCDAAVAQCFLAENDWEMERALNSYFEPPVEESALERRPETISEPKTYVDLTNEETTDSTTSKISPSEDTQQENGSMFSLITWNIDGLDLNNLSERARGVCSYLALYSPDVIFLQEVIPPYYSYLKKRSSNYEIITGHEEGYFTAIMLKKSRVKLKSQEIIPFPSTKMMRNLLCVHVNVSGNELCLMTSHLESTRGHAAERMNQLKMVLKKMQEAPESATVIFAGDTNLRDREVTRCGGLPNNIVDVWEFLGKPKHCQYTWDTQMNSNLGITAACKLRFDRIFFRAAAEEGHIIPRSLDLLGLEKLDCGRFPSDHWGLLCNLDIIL
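System – recombinant human TDP2 · Quantity – TDP2 enzyme at 120 nM final · Doses – single concentration, 12.8 µM nominal, with 1% DMSO · Incubation – 2 h at 37 °C · Measured by – epi absorbance of p-nitrophenol freed from T5PNP by hydrolysis · Read-out – % inhibition relative to enzyme-containing and enzyme-free wells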
PG9 Ab binder: binds the HIV-1 gp120 antibody PG9; TR-FRET gp120-PG9 antibody binding; inhibition, % at 6.7 µM; hit rate 0.43% among 360,000; AID 624416; in the data active = inhibition above about 8.5%
UHRF1 MBD2 ctr: UHRF1 methyl-DNA binding inhibition; Q96T88; UHRF1 binding to methylated oligo, TR-FRET; inhibition, % at 4.4 µM; hit rate 0.75% among 370,000; AID 687016; in the data active = inhibition above about 21%;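 also: UHRF1 SRA domain binding a hemimethylated CpG hairpin DNA probe; 0% = median of test compound wells and 100% = reference inhibitor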
Tn7 DDE FP: disrupts Tn7 cyclic peptide binding to fibrin D-Dimer-E complex; FP displacement of FITC-Tn7 peptide from fibrin DD(E); 0% = median of compound wells per plate; inhibition, % at 8.3 µM; hit rate 0.13% among 370,000; AID 720508;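 active = inhibition above the mean of compounds falling within the control limits plus 3 SD of them, cut at about 14% in these data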;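 also: 0% = plate median of compound wells and 100% = 10 µM Aha-Tn7 peptide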
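system = human fibrin DD(E) protein | quantity = DD(E) 2 µM final | medium = Tris/NaCl/CaCl2 buffer, pH 7.8 | also added = labelled Tn7 tracer, 0.1 µM | compound dosing = single point at 8.3 µM | timing = compound with protein 10 min, then 3 h after probe, room temperature | signal = FP measurement | benchmarks = Aha-Tn7 high control | repeats = one replicate per compound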
TCR CD3 inh: human TCR-CD3 binding inhibition; TAMRA-labeled TCR probe fluorescence, biochemical; inhibition, % at 9.4 µM; hit rate 0.37% among 360,000; in the data active = inhibition above about 19%;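 also: recombinant mutant TCR 2C K166C tagged with TAMRA read by polarization; 0% = receptor in buffer alone and 100% = receptor with positive control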
PRMT1 FP inh: PRMT1 (human) inhibition, primary screen. recombinant PRMT1, activity-based probe fluorescence polarization. inhibition, % at 2.79 µM. hit rate 1.3% among 370,000;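 active = inhibition above about 21% made by adding two undisclosed values, limit read from the data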
Target sequence (Q99873 whole entry, looked up): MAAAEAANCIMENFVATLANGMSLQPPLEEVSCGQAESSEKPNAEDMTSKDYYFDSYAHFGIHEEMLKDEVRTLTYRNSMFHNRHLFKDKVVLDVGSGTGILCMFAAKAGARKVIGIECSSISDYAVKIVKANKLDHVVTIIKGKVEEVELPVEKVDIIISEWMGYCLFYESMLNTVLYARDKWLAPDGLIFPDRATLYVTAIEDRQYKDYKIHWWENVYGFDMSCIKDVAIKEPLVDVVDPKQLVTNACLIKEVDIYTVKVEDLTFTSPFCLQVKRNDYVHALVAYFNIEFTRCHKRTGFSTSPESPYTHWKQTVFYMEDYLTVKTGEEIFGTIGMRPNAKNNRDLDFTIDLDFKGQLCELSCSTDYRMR
mABHD4 FP: inhibits mouse alpha/beta hydrolase domain 4; Q8VD66; purified mABHD4, FP-Rh probe fluorescence polarization; inhibition, % at 8.92 µM; hit rate 0.54% among 370,000;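 active = inhibition exceeding the mean over every tested compound plus 3 SD, cut at about 30% in these data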;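 also: 0% = plate median of compound wells and 100% = S159A mutant with DMSO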
Target sequence (Q8VD66 whole entry, looked up, the tested form may be a part): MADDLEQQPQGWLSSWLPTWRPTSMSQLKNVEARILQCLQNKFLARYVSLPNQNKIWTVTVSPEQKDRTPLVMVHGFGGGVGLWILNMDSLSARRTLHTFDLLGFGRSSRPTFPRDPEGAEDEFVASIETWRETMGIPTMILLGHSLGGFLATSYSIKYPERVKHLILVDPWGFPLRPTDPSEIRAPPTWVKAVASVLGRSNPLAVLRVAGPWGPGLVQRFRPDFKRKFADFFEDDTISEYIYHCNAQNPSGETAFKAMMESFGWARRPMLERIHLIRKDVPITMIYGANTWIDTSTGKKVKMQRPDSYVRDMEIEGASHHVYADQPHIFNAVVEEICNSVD
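Test system: mABHD4 protein; Read-out basis: % inhibition; Incubation: 45 min + 60 min at 25 °C; Repeats: single replicate; Technique: fluorescence polarization with parallel and perpendicular emission, 525/598 nm; Compound: 8.92 µM, single dose; Benchmarks: full inhibition S159A mutant plus DMSO, zero as sample-well median.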
SIAE primary: inhibitors of human sialic acid acetylesterase SIAE; hit rate 0.69% among 370,000; inhibition, % at 9.66 µM; AID 1053197; SIAE FP-Rh probe binding, fluorescence polarization; Q9HAT2;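 active = inhibition above a cutoff: mean of compounds within the control limits plus 3 SD of those, cut at about 17% in these data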;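 also: 0% = plate median of compound wells and 100% = probe without SIAE protein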
* = called active by the depositor; · = no result given; & = joins results of further samples.

SMILES	HTRA1 inhibitor	LEDGF integ inh	TDP2 absorb	PG9 Ab binder	UHRF1 MBD2 ctr	Tn7 DDE FP	TCR CD3 inh	PRMT1 FP inh	mABHD4 FP	SIAE primary
COc1ccccc1NC(=O)CC1C(=O)NCCN1C(=O)Nc1ccc(Cl)c(Cl)c1 (stereo not given)	-37	-1	-6	0.9	-1	1	7	1	-3	-7
CCOC(=O)N1CCN(c2nc3ccccc3n3cnnc23)CC1	4	-2	5	0.8	0	-9	2	-2	-1	1
O=[N+]([O-])c1cccc(S(=O)(=O)N2CCCCC2)c1	2	-1	15	-1.6	-2	0	-6	0	5	-2
O=C(CN1CCCCCC1)Nc1ccccc1F	-7	-3	8	0.4	1	-3	-1	1	7	2
O=C(CCC(=O)OCC(=O)c1ccc(-c2ccccc2)cc1)Nc1cccc(Cl)c1	5	3	4	9.0*	-2	-1	4	1	3	-7
CSCCC(NC(=O)c1ccccc1Br)C(=O)NNC(=O)c1ccncc1 (stereo not given)	1	0	4	-0.3	0	-2	-1	-4	0	1
CC(C)CC1Nc2ncnc(N3CCN(c4ccccn4)CC3)c2N(Cc2ccccc2)C1=O (stereo not given)	-13	-1&1	-2&0	-0.9&0.3	-2&-1	0&1	-8&4	1&7	-9&-9	5&-1
COc1cc(Cl)ccc1OCc1cc(C(=O)N(C)CC2CCCCO2)no1 (stereo not given)	-5	-1	1	-1.2	1	9	3	2	-1	-1
S=c1[nH]nc(COc2ccccc2)n1C1CCCCC1	-3	4	3	0.4	1	5	3	4	-2	7
CCCn1c(SCC(=O)Nc2cc(C)on2)n[nH]c1=O	6	-3	4	0.5	14	-6	1	-1	0	4
Cn1c2ccccc2n2c(=O)c(Cl)c(-c3ccccc3)c(C#N)c12	8	-6	-11	0.4	0	0	-3	4	4	-1
Cc1c(Cl)cccc1NC(=O)CC(Cc1ccccc1)C(=O)O (stereo not given)	-1	5	-2	-0.9	1	-4	10	-4	5	4
COc1ccccc1/C=C/CN1CCC(CO)(Cc2ccccc2)CC1	-1	2	-3	-2.0	-1	-9	6	1	2	-4
Cc1ccc(CN(C(=O)C(F)(F)F)C(C(=O)NC2CCCCC2)c2ccco2)cc1 (stereo not given)	-28	2	-12	-1.5	0	-5	-7	0	-18	-2
CCOc1ccc(NC(=O)C(C)Sc2nccn2C)cc1 (stereo not given)	-2	-2	-12	-0.5	2	3	-11	0	6	0
O=S1(=O)CC(N2CCN(CCO)CC2)CN1Cc1cn(Cc2ccc(C(F)(F)F)cc2)nn1 (stereo not given)	·	-3	11	1.4	16	2	1	6	7	5
Cc1cc(=O)oc2cc(OCC(=O)Nc3ccc4[nH]c(=O)[nH]c4c3)ccc12	4	2	4	-1.7	-6	2	0	0	1	3
COc1ccc(-c2cc3c(c4c2ccn4C)C2CCC3C2)cc1 (stereo not given)	·	0	4	0.2	0	-2	-7	5	19	-2
COc1ccc(N2CCN(C(=O)/C=C/c3ccco3)CC2)cc1	5	-2	3	-1.8	-4	-2	5	-1	2	1
Nc1nc2c(ncn2[C@@H]2O[C@H](C(=O)N[C@@H](Cc3ccccc3)C(=O)NCc3ccccc3)[C@@H](O)[C@H]2O)c(=O)[nH]1	·	-3	1	0.1	0	-1	-2	-1	2	7
COC(=O)CCC(=O)NNC(=O)Cc1ccccc1	6	0	7	-2.1	0	-9	0	2	-1	1
O=C(O)C1C2C=CC3(CN(C4CCCC4)C(=O)C13)O2 (stereo not given)	-1	0	4	0.2	1	-1	0	1	0	0
CCCNC(=O)CN1C(=O)NC(CC)(c2ccc(F)cc2)C1=O (stereo not given)	4	6	5	0.1	-1	-2	-2	2	-1	5
CCN(C[C@H]1N[C@@](CC)(C(=O)OC)[C@H]2C(=O)N(C)C(=O)[C@@H]12)C(=O)c1ccc(C(C)(C)C)cc1	5	0	6	-2.9	20	-3	-1	-2	0	-1
Cn1c(=O)cc(SCC(=O)NCCCN2CCN(c3ccc(F)cc3)CC2)c2ccccc21	4	0	1	-4.6	-1	2	10	-1	6	3

Three entries from above, sorted by the value under PG9 Ab binder, smallest number first.
SMILES	HTRA1 inhibitor	LEDGF integ inh	TDP2 absorb	PG9 Ab binder	UHRF1 MBD2 ctr	Tn7 DDE FP	TCR CD3 inh	PRMT1 FP inh	mABHD4 FP	SIAE primary
COC(=O)CCC(=O)NNC(=O)Cc1ccccc1	6	0	7	-2.1	0	-9	0	2	-1	1
CCOc1ccc(NC(=O)C(C)Sc2nccn2C)cc1 (stereo not given)	-2	-2	-12	-0.5	2	3	-11	0	6	0
COc1ccc(-c2cc3c(c4c2ccn4C)C2CCC3C2)cc1 (stereo not given)	·	0	4	0.2	0	-2	-7	5	19	-2

Returning to the listing; the two compounds before the break are reprinted first.
SMILES	HTRA1 inhibitor	LEDGF integ inh	TDP2 absorb	PG9 Ab binder	UHRF1 MBD2 ctr	Tn7 DDE FP	TCR CD3 inh	PRMT1 FP inh	mABHD4 FP	SIAE primary
CCN(C[C@H]1N[C@@](CC)(C(=O)OC)[C@H]2C(=O)N(C)C(=O)[C@@H]12)C(=O)c1ccc(C(C)(C)C)cc1	5	0	6	-2.9	20	-3	-1	-2	0	-1
Cn1c(=O)cc(SCC(=O)NCCCN2CCN(c3ccc(F)cc3)CC2)c2ccccc21	4	0	1	-4.6	-1	2	10	-1	6	3
CCCCn1c(N)c(N(CCOC)C(=O)c2ccc(NC3CC3)c([N+](=O)[O-])c2)c(=O)[nH]c1=O	2	0	-7	-1.1	-3	1	4	-1	2	4
COc1ccccc1N1CCN(C(=O)c2ccco2)CC1	1	0	7	-1.9	-1	3	2	2	2	-2
CCOC(=O)C(Cc1ccccc1)NC(=O)CCc1nnc2ccc(N3CCCCC3)nn12 (stereo not given)	3	-2	-25	0.5	7	-1	-5	6	0	3
Cn1c(=O)[nH]c(=O)c2c1nc(N1CCCCC1)n2CC(O)COc1ccccc1 (stereo not given)	1	2	15	-3.5	-2	0	1	0	4	2
CC(=O)Oc1ccc(/C=N/NC2=NS(=O)(=O)c3ccccc32)cc1	10	-5	-19	-3.8	-1	0	6	-2	0	-1
Cc1nnc(NC(=O)C2CCN(S(=O)(=O)c3ccc(F)c(Cl)c3)CC2)o1	8	0	-5	1.4	2	6	-9	0	3	1
Cc1ccc(C(=O)N/N=C\c2sccc2C)cn1	8	2	5	-4.0	2	-3	2	-1	5	-5
CCN(CC(=O)NCc1ccccn1)S(=O)(=O)c1cc(Cl)ccc1Cl	2	0	13	1.6	0	1	-2	2	1	2
O=C(C(=O)N1CCN(c2ccccc2)CC1)c1ccco1	·	0	-5	0.3	-2	7	11	-8	4	-2
C/C(CC(=O)N(C(C)C)C(C)C)=N\NC(=O)c1ccccc1Br	7	-1	3	-2.9	-3	0	6	-1	5	2
COc1ccc(S(=O)(=O)Nc2ccc3c(c2)CCC3)cc1	-13	3	2	0.1	-1	3	-1	-5	-1	0
CC(C(=O)NC(C)(C)C)N1C(=O)c2cccc3cccc(c23)C1=O (stereo not given)	-4	-3	-2	-1.0	2	4	-5	8	-10	-11
Cc1cc2nc(-c3nnnn3-c3c(C)cccc3C)c(=O)[nH]c2cc1C	·	4	-6	-1.4	2	-2	-5	-3	-4	-1
CCOC(=O)c1c(S(=O)(=O)NCC(=O)N2CCN(c3ccc(F)cc3)CC2)c(C)n(C)c1C	-1	1	3	-1.0	1	1	4	0	2	-2
O=C(NNC(=S)Nc1ccccc1)NNC(=S)Nc1ccccc1	15	0	-11	-0.2	-2	4	30*	8	12	10
COc1ccc2nc(NC(=O)C3CCN(C(=O)c4ccco4)CC3)sc2c1	-4	2	-14	-0.7	3	0	-11	-4	-6	2
COc1ccc(S(=O)(=O)Nc2c(C(=O)O)[nH]c3ccccc23)c(OC)c1	2	0	7	-3.2	-1	-3	0	0	12	1
CCCc1c(O)nc(SCC(=O)O)[nH]c1=O	0	7	-1	-1.0	1	4	2	-3	-3	-5
CC1CCCCN1S(=O)(=O)c1ccc(C(=O)N(CCCN(C)C)c2nc3cc4c(cc3s2)OCO4)cc1 (stereo not given)	-7	0	10	-1.9	4	4	-3	-2	1	4
CCCCN(C(=O)c1ccco1)c1c(N)n(CCC)c(=O)[nH]c1=O	10	-6	-2	-0.8	1	-4	-7	3	6	5
C/C=C/C(=O)N1CC2(CC(c3cccc(NC(=O)CC(c4ccccc4)c4ccccc4)c3)=NO2)C[C@H]1C(N)=O (stereo not given in full)	-45	1	-9	0.5	1	-8	-4	1	-17	-12
CCCCn1cnc2c(=O)[nH]ccc21	·	9	-10	·	0	-2	·	-6	-2	-6
CCOC(=O)c1c(-c2ccc(C)o2)csc1NC(=O)CN1CCOCC1	-7	-3	2	-3.1	-2	-3	3	9	0	8
c1ccc(OCCNc2ccn3nc(-c4ccccc4)cc3n2)cc1	·	-1	3	0.7	1	0	-8	3	-26	-12
CCCNC(=O)C(Cc1cccc(OC)c1)NC(=O)c1ccc(C#N)cc1 (stereo not given)	7	-1	4	-1.2	0	-10	2	1	1	-1
SMILES	HTRA1 inhibitor	LEDGF integ inh	TDP2 absorb	PG9 Ab binder	UHRF1 MBD2 ctr	Tn7 DDE FP	TCR CD3 inh	PRMT1 FP inh	mABHD4 FP	SIAE primary
COc1ccc(C(=O)NCc2nnc(SCC(=O)N3CCC(C)CC3)o2)cc1	-5	1	14	0.4	-3	0	4	1	-1	1
CCOC(=O)c1ccc(NC(=O)C2=C(C)Nc3nc(CCCO)nn3C2c2ccc(OC)cc2)cc1 (stereo not given)	-2	1	1	0.1	3	0	-2	1	-6	-5
O=S(=O)(NC(=S)NC1CCCCC1)c1ccc(Cl)cc1	6	0	1	-1.4	3	4	1	7	-3	1
CCOC(=O)C1(C/C(C)=N/NC(N)=O)CC(C)(C)OC1=O (stereo not given)	-3	1	6	0.6	5	4	-4	1	-3	3
CCN1CCN(S(=O)(=O)c2ccc(Cl)c(C(=O)N(C)Cc3cccc(OC)c3)c2)CC1	-7	-2	12	-1.6	-3	-1	1	1	6	7
CCOc1ccc(CC(=O)Nc2cc(=O)n(C)c(=O)n2C)cc1	5	2	-2	-0.6	0	7	1	-5	-6	11
CC1(CC(=O)N/N=C/c2cc([N+](=O)[O-])c(O)cc2O)OCCO1	·	4	-5	-3.2	1	-3	-2	1	11	-12
COc1cc(NC(=O)CSc2ncnc3scc(-c4ccccc4)c23)c(C(=O)O)cc1OC	1	6	0	-1.4	7	-3	9	-2	3	4
COc1ccc(N2C(=O)/C(=C/c3ccc([N+](=O)[O-])cc3)C=C2c2ccccc2)cc1	-5	-1	12	-1.6	1	10	6	1	-1	-4
CCC(=O)c1c(NC)cc(C)oc1=O	4	3	-4	-0.2	1	7	-2	1	0	-1
N#Cc1cnc(N)c(Br)c1	5	-3	2	2.6	2	-1	0	2	-2	-1
CCOc1ccc(-n2c(=O)[nH]cc(C(=O)N3CCc4ccccc43)c2=O)cc1	1	-3	-1	-2.8	0	-1	3	0	4	1
CC(=O)Nc1ccc(C=C(C#N)c2ccc(C)cc2)cc1	-9	-1	4	-0.2	-2	4	4	0	-3	1

Screening results: PubChem BioAssay, The Scripps Research Institute Molecular Screening Center
